NPY-Y1 antag = NPY-Y1 (human) receptor antagonism | P25929 | HEK293-CNG Y1 cells, membrane potential fluorescence; NPY at EC95, then isoproterenol | inhibition, % at 3.6 µM | actives 1% (n = 200,000) | AID 1040;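 active means inhibition above the campaign mean inhibition of all tested compounds plus 3 SD, cut at about 20% in these data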;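 further: 0% = DMSO wells given NPY plus isoproterenol and 100% = isoproterenol alone without NPY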
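Material: HEK293 Y1/CNG channel cell line | Also added: NPY (25 nM), isoproterenol (1 µM), Ro 20-1724 (25 µM) | Compound: One concentration, 3.6 µM, in 0.4% DMSO | Schedule: 3 h dye uptake, 1 h room-temperature compound, 45 min post-isoproterenol | Signal: Membrane-potential fluorescent dye readout | Read-out: % inhibition of NPY effect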
Runt-SMMHC FRET = Runt domain-CBFb-SMMHC interaction inhibition. Q01196+Q13951. Cerulean-Runt/Venus-CBFb-SMMHC FRET ratio 530/480, 1 h. inhibition, % at 20 µM. actives 0.74% (n = 220,000);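 active means mean inhibition across duplicate retests at 20 µM reaching about 50%, limit read from the data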;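 further: 0% = DMSO wells and 100% = wells with excess untagged CBFb-SMMHC; inhibitors lower the FRET ratio by blocking Runt binding to CBFb-SMMHC; some results filed as inactive read as strong as hits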
Hck-Nef inh = blocks Nef-activated human Hck kinase; Recombinant Hck-YEEI plus Nef, Z-Lyte FRET kinase assay; inhibition, % at 20 µM; AID 463187; actives 0.68% (n = 220,000);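 active means Hck-Nef kinase inhibition above about 50%, limit read from the data; inactive means inhibition below that limit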;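 further: 0% = DMSO with Hck plus Nef and 100% = Hck alone without Nef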
RBBP9 inh = inhibitors of human serine hydrolase RBBP9 | recombinant RBBP9, FP-Rh probe fluorescence polarization | inhibition, % at 7.94 µM | actives 0.2% (n = 220,000) | AID 1515;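 active means inhibition above the campaign mean of all tested compounds plus 3 SD, cut at about 14% in these data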;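 further: plate controls were DMSO wells with RBBP9 for no effect and wells lacking RBBP9 protein for full effect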
Target sequence (O75884 whole entry, looked up): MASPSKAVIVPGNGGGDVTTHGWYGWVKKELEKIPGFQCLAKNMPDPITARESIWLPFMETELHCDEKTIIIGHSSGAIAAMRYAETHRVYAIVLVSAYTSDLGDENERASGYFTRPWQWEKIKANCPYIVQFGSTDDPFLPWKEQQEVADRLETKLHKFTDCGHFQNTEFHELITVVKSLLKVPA
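Controls: DMSO-treated enzyme wells and wells lacking RBBP9 | Material: RBBP9 protein | Technique: Fluorescence polarization | Replication: Single well per compound, no replicates | Buffer or medium: Tris-NaCl-Pluronic buffer, pH 8.0 | Timing: 30 min compound preincubation, 45 min probe labeling, 25 °C | Read-out basis: Percent inhibition from mP, scaled between DMSO and no-protein wells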
NPY2 pot ag = potentiates or activates human NPY-Y2 receptor. P49146. cells expressing NPY-Y2, potentiator/agonist read-out. activation, % at 3.6 µM. actives 0.45% (n = 220,000). AID 1359; in the data active means activation above about 27%;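 further: cells stimulated with NPY near EC25 plus isoproterenol at EC100; 0% = vehicle plus submaximal agonist and 100% = vehicle plus saturating agonist; some results beyond the cut were filed as inactive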
Mdm2 ligase inh = inhibitors of human Mdm2 E3 ubiquitin ligase; actives 0.11% (n = 210,000); cell-based MDM2 ubiquitination luciferase reporter, 2 h; 0 = plate control, 100 = twice control, blank-subtracted; Q00987; signal enhancement, % at 5 µM;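 active means signal enhancement of 30% or more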;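 further: luminescence tracks abundance of the self-degrading MDM2-luciferase fusion protein; higher signal means inhibition of MDM2 E3 ligase activity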
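Assay system: stable mammalian line carrying autodegrading MDM2–luciferase fusion reporter; Input: 2000 cells in each well; Compound dosing: single-point 5 µM; Schedule: 2 h compound exposure at 37 °C; Signal: SteadyLite luciferase luminescence after 15 min room-temperature reagent incubation; Evaluation: % luminescence enhancement versus blank-corrected plate control mean; Benchmarks: plate controls and plate blanks.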
NPY-Y1 PAM-ag = human NPY-Y1 potentiation or agonism, primary screen; P25929; actives 0.37% (n = 220,000); NPY-Y1 expressing cells, potentiator/agonist activation; AID 1304; activation, % at 3.6 µM; in the data active means activation above about 33%, passing the limit was not always enough;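 further: cells stimulated with NPY at EC10 then isoproterenol at EC100; 0% = low agonist plus stimulus and 100% = saturating agonist plus stimulus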
p97 ATPase inh = human p97 ATPase inhibition | P55072 | recombinant p97 ATPase, Kinase-Glo ATP luminescence, 3 h | inhibition, % at 8 µM | actives 0.42% (n = 220,000) | AID 1481; in the data active means inhibition above about 15%;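 further: 0% = DMSO vehicle and 100% = wells lacking enzyme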
Target sequence (P55072 whole entry, looked up): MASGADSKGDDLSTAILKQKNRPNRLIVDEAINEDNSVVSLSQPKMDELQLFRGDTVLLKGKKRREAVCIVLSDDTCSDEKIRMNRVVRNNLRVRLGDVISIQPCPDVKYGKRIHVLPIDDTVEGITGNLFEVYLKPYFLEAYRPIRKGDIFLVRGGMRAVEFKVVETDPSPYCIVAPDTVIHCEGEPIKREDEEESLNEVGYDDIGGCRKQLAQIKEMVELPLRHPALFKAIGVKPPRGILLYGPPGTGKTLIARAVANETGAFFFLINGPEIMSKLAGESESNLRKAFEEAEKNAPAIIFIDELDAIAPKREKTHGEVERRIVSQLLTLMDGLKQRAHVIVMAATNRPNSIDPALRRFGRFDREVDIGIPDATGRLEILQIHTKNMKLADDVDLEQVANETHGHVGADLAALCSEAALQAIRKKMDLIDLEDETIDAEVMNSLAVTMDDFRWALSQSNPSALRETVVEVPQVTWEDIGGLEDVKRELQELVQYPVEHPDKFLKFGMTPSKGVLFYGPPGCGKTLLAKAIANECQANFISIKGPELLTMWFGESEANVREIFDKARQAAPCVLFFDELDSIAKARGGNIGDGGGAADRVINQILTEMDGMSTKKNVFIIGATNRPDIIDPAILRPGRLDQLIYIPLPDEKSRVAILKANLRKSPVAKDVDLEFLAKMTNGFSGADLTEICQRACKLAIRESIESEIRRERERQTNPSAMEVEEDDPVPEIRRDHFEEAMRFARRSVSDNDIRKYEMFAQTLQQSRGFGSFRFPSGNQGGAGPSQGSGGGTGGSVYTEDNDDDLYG
Runt-CBFb FRET = Runt domain-CBFb interaction inhibition; Q01196+Q13951; inhibition, % at 20 µM; Cerulean-Runt/Venus-CBFb FRET ratio 530/480, 1 h; AID 1496; actives 0.46% (n = 220,000);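 active means inhibition over about 50% at 20 µM in the single-dose screen, limit read from the data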;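 further: 0% = DMSO wells and 100% = excess unlabeled CBFb competitor control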
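Doses: 20 µM compound in 1% DMSO | Material: Cerulean-labeled Runt domain protein | Amount: Each fluorescent fusion protein 100 nM | Schedule: Two 1 h room-temperature incubations shielded from light | Measured by: FRET fluorescence | Evaluation: Loss of energy transfer signal | Controls: Unlabeled CBFb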
Numbers without * were called inactive.

Cc1ccccc1Nc1nc(-c2sc(NC(=O)c3ccc([N+](=O)[O-])cc3)nc2C)cs1 was read as NPY-Y1 antag 2, Runt-SMMHC FRET 10, Hck-Nef inh 0, RBBP9 inh -1, NPY2 pot ag 19, Mdm2 ligase inh -12, NPY-Y1 PAM-ag 38, p97 ATPase inh -3 and Runt-CBFb FRET 34.
For CC1=CN2C(=N)/C(=C/c3ccc(Sc4ccc(Cl)cc4)o3)C(=O)N=C2S1 the results were NPY-Y1 antag -1, Runt-SMMHC FRET -12, Hck-Nef inh 0, RBBP9 inh -6, NPY2 pot ag -1, Mdm2 ligase inh -14, NPY-Y1 PAM-ag -13, p97 ATPase inh -7 and Runt-CBFb FRET 2.
`CSc1nc(-c2ccco2)nn1C(=O)CCc1ccccc1` gave NPY-Y1 antag 0, Runt-SMMHC FRET -2, Hck-Nef inh -1, RBBP9 inh -6, NPY2 pot ag -6, Mdm2 ligase inh -5, NPY-Y1 PAM-ag -13, p97 ATPase inh -10 and Runt-CBFb FRET -1.
Screening NC(=S)N/N=C/c1coc2cc(Br)ccc2c1=O returned Runt-SMMHC FRET -5, Hck-Nef inh 30, RBBP9 inh -6, NPY2 pot ag 15, Mdm2 ligase inh 11, NPY-Y1 PAM-ag 21, p97 ATPase inh -2 and Runt-CBFb FRET 1.
For CCNc1ccc(Br)cc(C(=O)/C=C/c2ccc(Cl)cc2Cl)c1=O the results were NPY-Y1 antag 5, Runt-SMMHC FRET -10, Hck-Nef inh 7, RBBP9 inh 4, NPY2 pot ag -4, Mdm2 ligase inh 4, NPY-Y1 PAM-ag 6, p97 ATPase inh 13 and Runt-CBFb FRET 28.
Screening CCOC(=O)c1c(CC(C)C)csc1NC=O returned NPY-Y1 antag 9, Runt-SMMHC FRET 0, Hck-Nef inh 3, RBBP9 inh -8, NPY2 pot ag -30, Mdm2 ligase inh -4, NPY-Y1 PAM-ag -72, p97 ATPase inh 0 and Runt-CBFb FRET -2.
Cn1c(=O)n(C)c2cc(NS(=O)(=O)c3ccc4c(c3)CCCC4)ccc21 was read as NPY-Y1 antag -5, Runt-SMMHC FRET -2, Hck-Nef inh -1, RBBP9 inh -10, NPY2 pot ag 0, Mdm2 ligase inh -11, NPY-Y1 PAM-ag -3, p97 ATPase inh -8 and Runt-CBFb FRET -5.
Screening COc1cc(C(=O)NC(=S)NNC(=O)[C@H]2C[C@@H]2c2ccccc2)cc(OC)c1OC returned Runt-SMMHC FRET 2, Hck-Nef inh 7, RBBP9 inh -2, NPY2 pot ag -25, Mdm2 ligase inh -6, NPY-Y1 PAM-ag -29, p97 ATPase inh -7 and Runt-CBFb FRET 12.
For Cc1ccc(-n2c(=O)c3c4c(sc3n(Cc3cc(=O)n5ccccc5n3)c2=O)CCC4)cc1C the results were NPY-Y1 antag 2, Runt-SMMHC FRET -2, Hck-Nef inh 6, RBBP9 inh 1, NPY2 pot ag -3, Mdm2 ligase inh 0, NPY-Y1 PAM-ag -17, p97 ATPase inh 5 and Runt-CBFb FRET -1.
CCSc1nnc2c(Cl)cc(Cl)cn12 was read as NPY-Y1 antag -4, Runt-SMMHC FRET 5, Hck-Nef inh 1, RBBP9 inh 4, NPY2 pot ag 17, Mdm2 ligase inh -3, NPY-Y1 PAM-ag -1, p97 ATPase inh -2 and Runt-CBFb FRET 1.
For CCOC(=O)C1=NN(c2ccc(Cl)cc2)C(c2ccccc2)CC1=O (stereo unspecified) the results were NPY-Y1 antag -5, Runt-SMMHC FRET -2, Hck-Nef inh 0, RBBP9 inh 2, NPY2 pot ag 3, Mdm2 ligase inh 2, NPY-Y1 PAM-ag 15, p97 ATPase inh 0 and Runt-CBFb FRET -1.
Screening CCN1C=C(Cc2ccccc2C)C2=C(C1)C(c1ccccc1C)C(C#N)=C(N)O2 (stereo unspecified) returned NPY-Y1 antag 11, Runt-SMMHC FRET 0, Hck-Nef inh 7, RBBP9 inh -4, NPY2 pot ag -13, Mdm2 ligase inh -15, NPY-Y1 PAM-ag 13, p97 ATPase inh -6 and Runt-CBFb FRET 1.
For CC(NC(=O)C1C(=O)N(CCO)C2(C)CC1c1ccccc1O2)c1ccccc1 (stereo unspecified) the results were NPY-Y1 antag -1, Runt-SMMHC FRET 4, Hck-Nef inh 0, RBBP9 inh 0, NPY2 pot ag 4, Mdm2 ligase inh -9, NPY-Y1 PAM-ag 9, p97 ATPase inh 3 and Runt-CBFb FRET -1.
`O=C(CSc1ccc2nnc(-c3ccc(Cl)cc3)n2n1)N1CCCc2ccccc21` gave NPY-Y1 antag 10, Runt-SMMHC FRET -9, Hck-Nef inh 7, RBBP9 inh 2, NPY2 pot ag 3, Mdm2 ligase inh -1, NPY-Y1 PAM-ag 0, p97 ATPase inh 3 and Runt-CBFb FRET -2.
Screening CC(C)CCNC(=O)NC(=O)CSc1nnc(-c2ccccc2F)n1N returned NPY-Y1 antag 4, Runt-SMMHC FRET 1, Hck-Nef inh 0, RBBP9 inh 2, NPY2 pot ag 2, Mdm2 ligase inh -17, NPY-Y1 PAM-ag -8, p97 ATPase inh 1 and Runt-CBFb FRET -1.
For Nn1c(=O)c2ccccc2n2c(SCc3ccccc3)nnc12 the results were NPY-Y1 antag -6, Runt-SMMHC FRET 1, Hck-Nef inh 0, RBBP9 inh -6, NPY2 pot ag 6, Mdm2 ligase inh -15, NPY-Y1 PAM-ag 18, p97 ATPase inh 6 and Runt-CBFb FRET 0.
For CSc1nc(Sc2ccc(Cl)cc2)c2ccccc2n1 the results were NPY-Y1 antag 0, Runt-SMMHC FRET -6, Hck-Nef inh 0, RBBP9 inh 0, NPY2 pot ag -1, Mdm2 ligase inh -15, NPY-Y1 PAM-ag 17, p97 ATPase inh 5 and Runt-CBFb FRET -4.
`CCN(C(=O)COC(=O)c1ccc(OCc2c(C)noc2C)cc1)c1ccccc1` gave NPY-Y1 antag -2, Runt-SMMHC FRET -1, Hck-Nef inh 0, RBBP9 inh -8, NPY2 pot ag 3, Mdm2 ligase inh -12, NPY-Y1 PAM-ag 1, p97 ATPase inh 2 and Runt-CBFb FRET 1.
`Cc1sc2nc(CN3CCOCC3)nc(NCCc3ccccc3)c2c1C` gave NPY-Y1 antag 7, Runt-SMMHC FRET 3, Hck-Nef inh -12, RBBP9 inh -4, NPY2 pot ag -37, Mdm2 ligase inh -3, NPY-Y1 PAM-ag -25, p97 ATPase inh -3 and Runt-CBFb FRET 2.
Screening COC(=O)CCSc1cc(NCCOC(C)=O)c([N+](=O)[O-])c2nonc12 returned NPY-Y1 antag -7, Runt-SMMHC FRET 8, Hck-Nef inh 0, RBBP9 inh -9, NPY2 pot ag 43*, Mdm2 ligase inh 2, NPY-Y1 PAM-ag -7, p97 ATPase inh 0 and Runt-CBFb FRET 3.
Screening O=C(CN1C(=O)CCS(=O)(=O)c2ccccc21)Nc1ccc2c(c1)OCCO2 returned NPY-Y1 antag 0, Runt-SMMHC FRET 2, Hck-Nef inh -1, RBBP9 inh -13, NPY2 pot ag 1, Mdm2 ligase inh -10, NPY-Y1 PAM-ag 9, p97 ATPase inh 2 and Runt-CBFb FRET -2.
`COc1ccc(N(C(=O)c2cnccn2)C(C(=O)NC2CCCCC2)c2ccc(O)cc2)cc1` (stereo unspecified) gave NPY-Y1 antag 2, Runt-SMMHC FRET 0, Hck-Nef inh 27, RBBP9 inh -5, NPY2 pot ag -14, Mdm2 ligase inh -7, NPY-Y1 PAM-ag -20, p97 ATPase inh 1 and Runt-CBFb FRET -2.
For Cc1ccc(NC(=O)C/C(N)=N/O)cc1Cl the results were Runt-SMMHC FRET -5, Hck-Nef inh 3, RBBP9 inh -10, NPY2 pot ag -8, Mdm2 ligase inh -10, NPY-Y1 PAM-ag -23, p97 ATPase inh 5 and Runt-CBFb FRET -2.
Screening Cc1ccc(S(=O)(=O)Nc2ccc3nc(N)sc3c2)cc1 returned NPY-Y1 antag 3, Runt-SMMHC FRET 3, Hck-Nef inh 3, RBBP9 inh 0, NPY2 pot ag 13, Mdm2 ligase inh -20, NPY-Y1 PAM-ag 4, p97 ATPase inh 7 and Runt-CBFb FRET 2.
For CCc1c(C)c2ccc(OCC(=O)N(C)C)c(C)c2oc1=O the results were NPY-Y1 antag 1, Runt-SMMHC FRET -1, Hck-Nef inh 3, RBBP9 inh -7, NPY2 pot ag 4, Mdm2 ligase inh -12, NPY-Y1 PAM-ag -19, p97 ATPase inh -6 and Runt-CBFb FRET -1.
`CN(C=[N+](C)C)c1cccc2c1C(=O)c1ccccc1C2=O` gave NPY-Y1 antag 3, Runt-SMMHC FRET -59, Hck-Nef inh 8, RBBP9 inh -4, NPY2 pot ag 6, Mdm2 ligase inh -9, NPY-Y1 PAM-ag 4, p97 ATPase inh 0 and Runt-CBFb FRET -19.
For CCOc1ccc2nc(N3CCC(C(=O)N4CCN(c5ncccn5)CC4)CC3)sc2c1 the results were Runt-SMMHC FRET -1, Hck-Nef inh 27, Mdm2 ligase inh -4 and Runt-CBFb FRET -8.
COc1ccc(C(C(N)=O)c2ncc(C(F)(F)F)cc2Cl)cc1OC (stereo unspecified) was read as NPY-Y1 antag 1, Runt-SMMHC FRET -2, Hck-Nef inh -5, RBBP9 inh -9, NPY2 pot ag 0, Mdm2 ligase inh -24, NPY-Y1 PAM-ag 1, p97 ATPase inh 0 and Runt-CBFb FRET 1.
COc1cc(/C=C2\SC(=Nc3ccc(O)cc3)NC2=O)cc(OC)c1O was read as NPY-Y1 antag 8, Runt-SMMHC FRET -48, Hck-Nef inh 30, RBBP9 inh -19, NPY2 pot ag -2, Mdm2 ligase inh -16, NPY-Y1 PAM-ag 9, p97 ATPase inh 13 and Runt-CBFb FRET -33.
Screening Cc1cccc(N2CCCC2=Nc2ccc(Br)cc2C#N)c1 returned NPY-Y1 antag 9, Runt-SMMHC FRET -1, Hck-Nef inh 0, RBBP9 inh -5, NPY2 pot ag -17, Mdm2 ligase inh -11, NPY-Y1 PAM-ag -4, p97 ATPase inh -1 and Runt-CBFb FRET 1.
`CCn1c(C)nc2cc(C(=O)N/N=C/c3ccc(OC)cc3)ccc21` gave NPY-Y1 antag -1, Runt-SMMHC FRET 0, Hck-Nef inh 21, RBBP9 inh 0, NPY2 pot ag 2, Mdm2 ligase inh 1, NPY-Y1 PAM-ag 11, p97 ATPase inh 5 and Runt-CBFb FRET -2.

Screens from PubChem BioAssay.
